Compound activity (PubChem)
Epigenetic reg: regulators of epigenetic silencing causing reporter derepression in mouse cells; 280,000 tested, 0.2% active; Potency, µM (titrated, usually from 53.9 µM), without a hit: at the top dose GFP activation, usual class: activators; murine LDR cells, GFP reporter derepression, 30 h; AID 1865; also: potency is read from the fitted curve at half-maximal effect; % of control where 0% means no effect; nearly all actives have a fitted effect of over 60% in size
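Readout is the number of GFP-expressing murine LDR cells, counted by cytometry following washing. Cells were treated with compound for 30 h at 37 C; the stably integrated CMV-GFP locus is normally silent.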
HTT aggregate: reduces HttQ103-GFP aggregates in PC12 cells. 220,000 tested, 1.1% active. PC12 HttQ103-GFP aggregates, Acumen cytometry, 40 h. Potency, µM (series often up to 46.1 µM), for inactives: top-dose activity change, negative = inhibition, most hits filed as inhibitors; also: potency is read from the fitted curve at half-maximal effect; % is scaled to controls: 0 for no effect and ±100 for the full control effect; nearly all actives have a fitted effect of over 60% in size
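Inducible Q103 Huntingtin exon 1–GFP PC12 line, 1500 cells/well in phenol red free DMEM with 5% equine and 5% calf serum. Tebufenozide 100 nM induced expression; compounds titrated; aggregates quantified by cytometry.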
CBFb-RUNX1 inh: inhibitors of human CBF-beta and RUNX1 interaction; 230,000 tested, under 10 active; Potency, µM (titrated, usually from 59.8 µM), for the others: at the top dose activity, negative = inhibition, usual class: inhibitors; AID 1477; AlphaScreen CBFb-His/RUNX1-biotin binding, biochemical; also: % of control where 0% means no effect
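Room-temperature protein-protein interaction test with 30 nM each of His-tagged CBF-beta and biotinylated RUNX1, 15 min with compound, then 90 min with nickel plus streptavidin beads. Signal read in AlphaScreen mode.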
Luc counter: blocks Kinase-Glo luciferase, a counter-screen artifact. Kinase-Glo luciferase, ATP luminescence, 8 min. Potency, µM (doses to about 38.3 µM), without a hit: top-dose activity change, negative = inhibition, hits mostly inhibitors. 200,000 tested, 0.28% active. AID 1379; also: potency is read from the fitted curve at half-maximal effect; % is scaled to controls: 0 for no effect and ±100 for the full control effect; nearly all actives have a fitted effect of over 60% in size
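Kinase-Glo luciferase light output from ATP and luciferin was measured with 10 uM ATP, within the enzyme's linear range. Buffer: 50 mM imidazole pH 7.2, 50 mM KCl, 7 mM MgCl2, 0.01% Tween 20, 0.05% BSA; luminescence read after 8 min at ambient temperature.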
NPSR antagonist: neuropeptide S receptor (human) antagonism, cAMP; Potency, µM (doses to about 38.3 µM), for inactives: at the top dose activity change, negative = inhibition, most hits filed as inhibitors; CHO-NPSR cells, cAMP TR-FRET, antagonist mode; 220,000 tested, 1% active; also: potency is read from the fitted curve at half-maximal effect; % is scaled to controls: 0 for no effect and ±100 for the full control effect; nearly all actives have a fitted effect of over 50% in size; many of its hits are not listed in these tables
IMPase Li cell: IMPase inhibition in cells with lithium potentiation. AID 1457. CHO-M1 cells, IP1 TR-FRET (IP-One), carbachol + lithium. Potency, µM (titrated, usually from 59.4 µM), for the others: at the highest dose activity, negative = IMPase inhibition, usual class: inhibitors. 210,000 tested, 0.35% active;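 also: IP1 builds up when IMPase is blocked and the TR-FRET signal falls; potency is read from the fitted curve at half-maximal effect; plate controls were basal vehicle for no effect and high inhibitor control for full effect; nearly all actives have a fitted effect of over 50% in size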
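CHO-M1, 2000 cells/well, 16–30 h culture; cpd + low Li+, 30 min 37C; lysis with d2-IP1/Eu-anti-IP1 Ab, 10 min RT; TR-FRET 665/620 ratio and 620 channel; AC50 via Hill.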
L3MBTL1 inh: L3MBTL1 (human) inhibition | Q9Y468 | AlphaScreen L3MBTL1–H3K9me1 peptide binding | Potency, µM (top dose mostly 57.1 µM), without a hit: at the top dose activity, negative = inhibition, usual class: inhibitors | 230,000 tested, 0.66% active | AID 485360; also: potency is read from the fitted curve at half-maximal effect; % is scaled to controls: 0 for no effect and ±100 for the full control effect; nearly all actives have a fitted effect of over 60% in size
Target sequence (Q9Y468 whole entry, looked up): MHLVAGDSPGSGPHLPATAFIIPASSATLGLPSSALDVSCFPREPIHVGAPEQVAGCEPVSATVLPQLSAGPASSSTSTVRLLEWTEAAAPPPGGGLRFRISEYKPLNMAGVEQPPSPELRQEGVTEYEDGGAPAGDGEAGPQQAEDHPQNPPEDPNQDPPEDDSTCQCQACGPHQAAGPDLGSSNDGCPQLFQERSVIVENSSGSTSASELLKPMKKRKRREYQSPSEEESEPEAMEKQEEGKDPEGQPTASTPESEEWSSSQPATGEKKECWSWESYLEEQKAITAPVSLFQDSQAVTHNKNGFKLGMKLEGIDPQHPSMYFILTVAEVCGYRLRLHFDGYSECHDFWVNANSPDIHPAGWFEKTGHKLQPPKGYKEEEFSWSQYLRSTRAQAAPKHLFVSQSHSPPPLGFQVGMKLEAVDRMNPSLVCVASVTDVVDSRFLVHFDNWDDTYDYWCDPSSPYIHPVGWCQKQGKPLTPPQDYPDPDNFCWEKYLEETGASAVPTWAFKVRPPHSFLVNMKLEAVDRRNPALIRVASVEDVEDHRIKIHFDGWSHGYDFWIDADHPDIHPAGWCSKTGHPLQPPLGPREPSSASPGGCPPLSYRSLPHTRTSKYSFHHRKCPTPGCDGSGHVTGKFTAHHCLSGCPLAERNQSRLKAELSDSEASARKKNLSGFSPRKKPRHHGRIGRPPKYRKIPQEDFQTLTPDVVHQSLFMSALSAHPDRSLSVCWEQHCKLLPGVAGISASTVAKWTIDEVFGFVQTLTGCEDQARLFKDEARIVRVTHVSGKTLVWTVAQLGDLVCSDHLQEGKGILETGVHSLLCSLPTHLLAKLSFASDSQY
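AlphaScreen assay: L3MBTL1 (50 nM final) was preincubated 30 min at room temperature with biotinylated H3(1-15)K9me1 peptide (75 nM final), then 30 min with library compounds; streptavidin donor and nickel chelate acceptor beads (10 ug/mL final) added, 30 min dark.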
* = called active by the depositor; u = inconclusive; x = no result given; & = joins results of further samples; [ ] = another dose, or the depositor's remark. Calls follow the shape of the dose curve; as a rule, active = well fitted curve in the direction sought with a large enough effect; inconclusive = small, poorly fitted or top-dose-only effect, or another doubt; inactive = no such curve, though single readings can be large; an effect the other way counts as inactive or inconclusive. These rows are one share of the data; rates above refer to the full screens.

SMILES	Epigenetic reg	HTT aggregate	CBFb-RUNX1 inh	Luc counter	NPSR antagonist	IMPase Li cell	L3MBTL1 inh
Cc1cccc(C)c1NC(=O)COC(=O)CCc1ccc(S(=O)(=O)N2CCCCC2)cc1	-1.0%	-3.1%	1.6%	3.4%	17.4%	-0.2%	3.0%
CC(C)CCCC(C)C1CCC2C3C(=O)C=C4CC(O)CC[C@@]4(C)C3CC[C@@]12C (some centres not stated)	-1.4%	x	x	0.3%	x	-6.4%	x
C=CCOc1ccc(/C=C2\SC(=Nc3cccnc3)NC2=O)cc1	0.1%	-5.4%[9.22 µM]	-0.6%	x	u	x	-26.6%
CCc1nc2c(cnn2-c2ccc(Cl)cc2)c(=O)n1-c1ccc2c(c1)OCCO2	-1.1%	-3.8%	4.1%	1.7%	-6.1%[46.1 µM]	12.1%[38.3 µM]	-4.2%
COc1ccc(-c2c(C#N)c(SCC(=O)c3cc4ccccc4oc3=O)nc(C)c2C(=O)Nc2ccccc2)cc1	-1.0%	u	2.5%	3.8%	-32.6%	u	0.0%
Cc1ccc(Cl)cc1NC(=O)COC(=O)CC(C)(C)C	1.4%	25.9%	7.4%	2.3%	-7.8%	4.9%	9.3%
COc1ccc(CCNS(=O)(=O)c2ccc3c(c2)n(C)c(=O)c(=O)n3C)cc1OC	-0.2%	4.2%	3.3%	-5.0%	-9.1%[46.1 µM]	5.9%[38.3 µM]	x
CC(C)Cc1nnc(NC(=O)c2ccc([N+](=O)[O-])cc2)s1	-3.2%	4.2%	-4.0%	-1.8%	-13.1%[46.1 µM]	5.3%[38.3 µM]	0.1%
CC1=C(C(=O)Nc2ccc(C)cc2C)C(c2cccc(Cl)c2)n2nc(C(=O)OC(C)C)nc2N1 (configuration not stated)	0.1%	9.1%	2.3%	8.1%	-6.4%	5.0%	5.1%
Cc1cc(=O)oc2cc(OCCSCCN3CCCCC3)ccc12	1.0%	3.6%[9.22 µM]	-0.6%	x	-24.1%	x	-0.8%
Cc1sc2nc(CN3CCOCC3)nc(NS(=O)(=O)c3ccccc3)c2c1C	-1.0%	20.7%	9.6%	-1.2%	4.1%[46.1 µM]	-0.6%[38.3 µM]	x
C/C(=N\N1CCN(c2ccccc2)CC1)c1ccco1	-1.8%	7.0%	0.3%	2.1%	4.1%	-2.3%	-4.6%
O=C1C2C(C(=O)N1/N=C/c1cc([N+](=O)[O-])ccc1O)C1C=CC2C12CC2 (configuration not stated)	-1.3%	-4.1%	4.0%	-5.9%	-2.6%[46.1 µM]	-11.7%[38.3 µM]	-5.5%
COc1ccc(NC(=O)c2cn3c(nc4ccccc43)c(C#N)c2C)cc1	11.8%	-12.6%[9.22 µM]	6.4%	x	3.4%	x	x
CN(CCCC[C@H](CNCc1ccc(-c2ccccc2)cc1)N1C[C@H](c2ccccc2)N(CCc2ccc(Cl)c(Cl)c2)C(=O)C1=O)Cc1ccc(-c2ccccc2)cc1	4.4%	u	-5.1%	x	10µM*	x	x
COc1ccccc1N1CCN(Cc2nc(-c3ccc(F)cc3)oc2C)CC1	3.4%	5.1%	-0.9%	-1.0%	26.4%	25.5%	-2.7%
CSc1nc(N(CCO)CCO)c2sc3nc(-c4ccco4)c4c(c3c2n1)CCC4	14.0%	u	3.4%	-5.7%	9.3%[46.1 µM]	-0.2%[38.3 µM]	2.51µM*
Cn1c(/C=C/c2ccc([N+](=O)[O-])o2)nc2ccccc2c1=O	u	10µM*	-9.8%	-1.0%	10µM*	-9.9%[38.3 µM]	-9.7%
CCCCNC(=O)c1ccc(S(=O)(=O)c2ccc(Cl)cc2)c(NC(C)=O)c1	1.0%	16.9%	2.2%	-5.0%	9.9%[46.1 µM]	24.2%[38.3 µM]	x
CC(C)n1c(SCC(=O)Nc2nc3c(s2)CCCC3)nc2c1c(=O)n(C)c(=O)n2C	0.1%	12.6µM*	-6.1%	0.0%	-7.4%[46.1 µM]	15.9%	-9.7%
CNc1nc(Sc2ccc(C)cc2)cc(C(F)(F)F)n1	0.8%	2.1%	4.9%	0.9%	-19.8%[46.1 µM]	8.3%[38.3 µM]	34.5%[activator]
CC(=O)N1c2ccccc2C(=O)C1N1CCCCC1 (configuration not stated)	-0.8%	3.6%	5.1%	0.6%	-6.2%[46.1 µM]	0.4%[38.3 µM]	-2.2%
O=C(Nc1ncc2c(n1)-c1ccccc1OC2)c1ccccc1Cl	-1.3%	-12.8%	1.3%	-8.2%	-19.0%[46.1 µM]	-10.4%[38.3 µM]	-0.7%
CC1CCCCC1NC(=S)Nc1cccc(S(=O)(=O)N(C)C)c1 (configuration not stated)	0.2%	-13.0%	-2.3%	0.1%	-18.1%	0.8%	x
COc1cccc(CNCCc2c[nH]c3ccccc23)c1OCc1ccccc1F	1.7%	u	-9.0%	1.5%	-12.9%[46.1 µM]	5.5%[38.3 µM]	-9.2%
CCOc1ccc(-n2c(SCC(=O)Nc3nccs3)nc3c(c2=O)SCC3)cc1	0.4%	3.4%	-0.7%	0.7%	-1.6%[46.1 µM]	-7.0%[38.3 µM]	1.5%
CC(C)(C)c1ccc(OCc2ccc(C(=O)N/N=C/c3ccc(O)c(O)c3)cc2)cc1	u	u	-5.0%	0.2%	12.6µM*	7.0%	-6.6%
Cc1cc(C)n2c(SCC(=O)Nc3ncc(C(F)(F)F)cc3Cl)nnc2n1	4.0%	3.7%	2.2%	22.8%	-10.7%[46.1 µM]	13.2%[38.3 µM]	x
CN=C(Nc1cc(C)nn1-c1ccccc1)c1ccc(F)cc1	0.8%	0.6%	0.7%	-2.7%	-16.1%[46.1 µM]	-2.9%[38.3 µM]	-2.5%
Cc1ccc([N+](=O)[O-])c(NC2OC(CO)C(O)C2O)c1 (configuration not stated)	0.9%	-10.7%	1.6%	2.4%	14.0%	12.6%	-3.6%
COc1cccc(C(=O)n2cnnc2N)c1OC	-15.9%	8.8%	11.1%	-0.3%	0.4%[46.1 µM]	11.4%[38.3 µM]	6.5%
CC(C)c1cc(C(=O)Nc2cccnc2)no1	-1.0%	25.3%	1.9%	u	1.0%[46.1 µM]	14.0%[38.3 µM]	x
CCCCCCCCOC(=O)CCc1c(C)[nH]c(=S)[nH]c1=O	-2.0%	0.1%	0.7%	1.3%	-23.5%[46.1 µM]	-1.5%[38.3 µM]	1.5%
COc1ccc(OC)c(NC(=O)CCN2CCCC(C)C2)c1 (configuration not stated)	-7.1%	11.5%	-4.2%	-0.1%	-4.5%[46.1 µM]	6.3%[38.3 µM]	-6.7%
O=C(OC[C@@H]1CCCN2CCCC[C@H]12)c1cc2ccccc2oc1=O	0.1%	-3.0%	5.8%	-1.4%	6.7%	6.2%	-3.4%
O=C(COC(=O)/C=C/c1ccc2c(c1)OCO2)NC1CC1	-0.3%	9.0%	14.9%	-4.5%	7.6%	-2.1%	10.2%
CCn1c(SCC(=O)O)nc2sc3c(c2c1=O)CCC3	-1.2%	11.3%	u	-3.5%	-3.9%[46.1 µM]	-6.0%[38.3 µM]	x
CNCCCOc1cc(C)cc(C)c1C	-2.3%	-15.5%[9.22 µM]	8.2%	-2.8%	-12.8%	6.3%	-5.3%
CCC(CC)C(=O)N1CCN(c2ccccc2)CC1	-1.2%	-6.9%[9.22 µM]	-1.6%	4.0%	-13.4%	7.0%	1.0%
CCO[C@@H]1OC(C(=O)O)=C[C@H](c2coc3ccccc3c2=O)[C@H]1CCCO	0.8%	-6.2%[9.22 µM]	12.2%	x	-34.0%	-16.5%	13.1%
CN1Cc2c(N)cccc2[C@H](c2ccccc2)C1	-0.3%[16.9 µM]	x	2.6%[21.7 µM]	0.7%[17.1 µM]	x	-10.4%	x
CCN(c1ccccc1)S(=O)(=O)c1ccc(OC)c(NC(=O)CNC)c1	2.1%	-5.9%	5.7%	1.4%	-11.9%	6.8%	-7.2%
CCOC(=O)C1CCN(C(=O)Nc2ccccc2Cl)CC1	-9.7%	11.3%	0.9%	x	-2.6%[46.1 µM]	x	1.1%
CCS(=O)(=O)Nc1ccc(C(=O)CC2(O)C(=O)Nc3ccc(Br)cc32)cc1 (configuration not stated)	4.1%	18.2%	1.6%	0.2%	-12.8%[46.1 µM]	-0.1%[38.3 µM]	5.1%
Cc1nc(N)sc1C(=O)NN	-3.3%	-38.8%[9.22 µM]	2.4%	x	-13.2%	x	-2.1%
CCCN1CCC(=O)N(CCSc2ccc(OC)cc2)CC1	3.0%	-38.3%[9.22 µM]	18.1%&5.5%	x	13.8%	x	x
N#CC1=C(Nc2ccccc2)SC=C(c2ccc(Cl)c(Cl)c2)N=C1N1CCOCC1	0.9%	15.0%	-2.3%	-2.8%	-26.4%[46.1 µM]	12.0%[38.3 µM]	4.7%
CCCCCCCNc1cccc(C)c1	-3.1%	2.0%[9.22 µM]	6.7%	x	10.4%	x	1.3%
COc1cc(-c2nc(-c3ccccc3)c(-c3cccs3)[nH]2)cc(OC)c1OC	-0.1%	17.2%	-1.8%	-6.3%	u	17.6%[38.3 µM]	x
CCOC(=O)C1=c2s/c(=C\c3cccnc3)c(=O)n2C(N)=C(C(=O)OC)C1c1cccnc1 (configuration not stated)	-1.0%	u	0.0%	-2.7%	-8.5%[46.1 µM]	42.2%[activator][38.3 µM]	x
O=C(CSc1ccc(/C=N/NC(=O)c2cccc(F)c2)o1)Nc1ccccc1	0.0%	23.4%	8.0%	6.1%	-13.9%[46.1 µM]	-0.2%	-5.2%
OCCNCCCCCOc1ccc(F)cc1	-0.9%	-10.2%	1.2%	14.4%	1.3%[46.1 µM]	-4.0%[38.3 µM]	-1.8%
C=CCNC1=C(Cl)C(=O)c2ccccc2C1=O	-1.8%	u	-12.3%	-1.4%	2.5%	10.0%	u
CCOc1ccc(NC(=O)CN2CCN(S(=O)(=O)c3ccc(Cl)cc3)CC2)cc1	-2.2%	-6.3%	6.4%	1.4%	-16.9%[46.1 µM]	6.0%[38.3 µM]	-6.0%

Limited to CBFb-RUNX1 inh, for three of the compounds above:
SMILES | CBFb-RUNX1 inh
Cc1nc(N)sc1C(=O)NN | 2.4%
CCCN1CCC(=O)N(CCSc2ccc(OC)cc2)CC1 | 18.1%&5.5%
N#CC1=C(Nc2ccccc2)SC=C(c2ccc(Cl)c(Cl)c2)N=C1N1CCOCC1 | -2.3%
